# Screening data from PubChem BioAssay.
# DAX1 inh-1 = DAX1 (NR0B1) inhibitors on StAR promoter, primary screen, cell-based, luminescence, SF-1 (NR5A1), full-length DAX-1; HEK293T StAR-luciferase reporter, SF-1/DAX-1 repression relief; hit rate 1.1% among 370,000; inhibition, % at 6.8 µM; AID 652010, 2013;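 active means inhibition above the mean over all tested compounds plus 3 SD, cut at about 3.6% in these data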;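 further: 0% = DAX-1 cells with DMSO and 100% = cells lacking DAX-1 with DMSO; higher inhibition means more luminescence from relief of DAX-1 repression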
# hcDAF-12 act = H. contortus DAF-12 nuclear receptor activators, primary screen, cell-based, luminescence, HEK293, lit1-tk-luc reporter; HEK293 hcDAF-12 lit1-tk-luc reporter; 0% DMSO, 100% Δ7-dafachronic acid; activation, % at 6.8 µM; hit rate 1.4% among 370,000; AID 652067, 2013;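 active means activation above the mean of all tested compounds plus 3 SD, cut at about 5.5% in these data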;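 further: 100% = response to 3 µM Δ7-dafachronic acid high control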
# GC-A act = GC-A stimulated cGMP production enhancers – HEK293 GC-A cells, cGMP TR-FRET, EC30 ANP, primary screen. Atrial natriuretic peptide receptor 1 (Homo sapiens), P16066. 0% at EC30 ANP, 100% saturating ANP. activation, % at 10 µM. hit rate 0.14% among 370,000; in the data active means activation above about 40%
# ADAM17 inh = ADAM17 inhibitors, primary screen, biochemical, QFRET | Disintegrin and metalloproteinase domain-containing protein 17 (Homo sapiens), P78536 | recombinant ADAM17, EDANS/DABCYL FRET peptide cleavage | inhibition, % at 6.95 µM | hit rate 0.83% among 370,000 | AID 720648, 2013;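 active means inhibition above the mean of compounds lying between control limits plus 3 SD, set per campaign, cut at about 8.5% in these data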;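 further: 0% = DMSO-only wells as the low control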
# Target sequence (P78536 215-824 limits assumed): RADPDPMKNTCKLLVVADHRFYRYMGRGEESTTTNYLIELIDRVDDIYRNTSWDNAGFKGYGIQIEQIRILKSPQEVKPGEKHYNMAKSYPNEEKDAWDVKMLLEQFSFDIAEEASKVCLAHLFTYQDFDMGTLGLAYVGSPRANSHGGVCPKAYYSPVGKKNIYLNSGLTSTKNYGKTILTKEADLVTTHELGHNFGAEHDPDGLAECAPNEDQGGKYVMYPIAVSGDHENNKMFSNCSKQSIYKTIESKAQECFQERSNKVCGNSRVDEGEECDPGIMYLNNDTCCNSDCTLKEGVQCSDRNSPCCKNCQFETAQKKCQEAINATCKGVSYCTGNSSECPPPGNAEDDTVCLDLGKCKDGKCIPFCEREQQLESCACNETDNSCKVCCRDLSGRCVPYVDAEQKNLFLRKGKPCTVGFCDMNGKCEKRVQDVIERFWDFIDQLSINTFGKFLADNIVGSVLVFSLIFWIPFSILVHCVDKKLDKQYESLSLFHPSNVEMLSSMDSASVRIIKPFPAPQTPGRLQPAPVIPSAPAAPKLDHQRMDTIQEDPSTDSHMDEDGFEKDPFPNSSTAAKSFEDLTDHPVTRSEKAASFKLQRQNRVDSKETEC
# DAX1 inh-2 = DAX1 (NR0B1) inhibitors, primary screen, cell-based, HEK293, Gal4-DAX1, luciferase luminescence; HEK293 Gal4-DAX1 luciferase reporter; inhibition, % at 6.75 µM; hit rate 0.99% among 340,000; AID 504766, 2011;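 active means inhibition above the mean over all tested compounds plus 3 SD, cut at about 4.2% in these data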;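 further: 0% = DAX1-transfected cells with DMSO and 100% = empty-vector control cells with DMSO; inhibition shows as a rise in luminescence from relieved DAX1 repression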
# Target sequence (P51843 207-470 limits assumed): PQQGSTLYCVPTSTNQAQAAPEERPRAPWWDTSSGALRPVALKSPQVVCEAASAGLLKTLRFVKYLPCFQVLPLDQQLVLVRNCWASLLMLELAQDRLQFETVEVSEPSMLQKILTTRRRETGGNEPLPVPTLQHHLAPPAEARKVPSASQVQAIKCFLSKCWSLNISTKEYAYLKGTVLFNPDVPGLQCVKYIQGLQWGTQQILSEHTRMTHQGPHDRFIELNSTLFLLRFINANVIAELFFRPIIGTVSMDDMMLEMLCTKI
# hgDAF-12 ag = H. glycines DAF-12 receptor agonists, primary screen, cell-based, luminescence, HEK293, GAL4 fusion, UAS-luciferase; Nuclear hormone receptor DAF-12 (Heterodera glycines), GAL4 fusion; HEK293 GAL4-hgDAF12 UAS-luciferase reporter, agonist luminescence; normalized to butyrate control; activation, % at 6.8 µM; hit rate 1.8% among 370,000;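 active means activation above a cutoff set at the mean of all screened compounds plus 3 SD, cut at about 10% in these data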;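 further: 0% = DMSO wells and 100% = sodium butyrate wells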
# ssDAF12 agonist = S. stercoralis DAF-12 nuclear receptor activators, primary screen, cell-based, luminescence, HEK293, GRIP1 co-expression, lit1-tk-luc; HEK293 ssDAF-12/GRIP1 lit1-tk-luc reporter; % of 3 µM dafachronic acid response; activation, % at 6.8 µM; hit rate 1% among 370,000; AID 652126, 2013;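 active means activation above the mean over all tested compounds plus 3 SD, cut at about 0.9% in these data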;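 further: 0% = DMSO-only wells and 100% = 3 µM delta7-dafachronic acid wells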
# SMARCA2 activ = SMARCA2 (BRM) function activators, primary screen, cell-based, luminescence, high throughput; hit rate 1% among 370,000; AID 652017, 2013; activation, % at 9.1 µM; MG213 cells, MMTV-luciferase reporter, dexamethasone, overnight; in the data active means activation above about 7.8%;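 further: 0% = vehicle wells and 100% = reference activator wells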
# PG9 binder = binders of HIV-1 gp120 antibody PG9, primary screen, biochemical, TR-FRET; hit rate 0.43% among 360,000; HIV-1 gp120 / PG9 antibody interaction; inhibition, % at 6.7 µM; TR-FRET gp120-PG9 antibody binding; in the data active means inhibition above about 8.5%
# ADAM10 inh = human ADAM10 inhibitors, primary screen, biochemical, QFRET, HTS. recombinant ADAM10, EDANS/DABCYL FRET peptide cleavage, 3 h. inhibition, % at 7 µM. hit rate 0.62% among 370,000. AID 720582, 2013;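 active means inhibition above a per-campaign cutoff equal to the mean of compounds falling between control-based bounds plus 3 SD, cut at about 20% in these data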;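 further: 0% = DMSO wells while the 100% control is not disclosed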
# FXN GAA850 act = FXN promoter activators, primary screen, cell-based, luciferase luminescence, HEK293 lucGAA850; AID 540364, 2011; HEK293 lucGAA850 FXN promoter luciferase reporter, 24 h; percent of 10 µM SAHA response; hit rate 0.56% among 360,000; activation, % at 6 µM;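 active means activation above the average of all compounds screened plus 3 SD, cutoff fixed separately per campaign, cut at about 7.5% in these data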;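 further: 0% = DMSO wells and 100% = 10 µM SAHA wells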
# Active calls of the source: *; / = not tested or not shown.
1. CCOC(=O)c1cc(-c2ccco2)nc2c1c(C)nn2-c1ccccc1
2. C/C(=N\Nc1nc2ccccc2[nH]1)c1ccc2c(c1)OCCO2
3. COc1ccc(C(=O)NCC2(c3ccccc3)CCCC2)c(OC)c1
4. O=C1OC(c2ccccc2)(c2ccc(O)cc2)c2ccccc21 (stereo not given)
5. COc1ccc(CCC(=O)NNC(=O)c2ccccn2)cc1OC
6. CC1=C(C(=O)OCc2ccccc2)C(c2ccccc2[N+](=O)[O-])NC(=O)N1C (stereo not given)

Compound	1	2	3	4	5	6
DAX1 inh-1	-1.0	-1.0	-0.9	0.3	-0.3	-0.8
hcDAF-12 act	0.4	3.1	-3.5	0.0	-0.6	-2.0
GC-A act	-4	-3	0	-1	2	0
ADAM17 inh	-6	-3	-3	-2	-5	-4
DAX1 inh-2	-0.4	0.6	-2.3	-1.4	0.2	-0.8
hgDAF-12 ag	-1.8	-1.2	-5.1	-0.8	3.5	-1.4
ssDAF12 agonist	-0.9	-1.4	-1.4	-0.8	-1.1	-1.5
SMARCA2 activ	-2	-3	-2	-1	-1	-2
PG9 binder	1.6	-5.4	0.0	-0.5	0.4	-1.1
ADAM10 inh	-11	-4	-6	5	-4	-7
FXN GAA850 act	0.8	-1.3	-1.9	1.8	-1.1	-0.1

7. O=C(CN(C(=O)Cn1nnc(-c2cccs2)n1)c1ccc2c(c1)OCCO2)NCc1ccccc1
8. Cc1nn(-c2nc3ccccc3n2Cc2ccccc2)c2c1C(=O)CC(C)(C)C2
9. COc1ccc(OC)c(NC(=O)CCN2CCN(c3ccccc3OC)CC2)c1
10. CC1CN(C(=O)COC(=O)c2cc([N+](=O)[O-])ccc2Cl)CC(C)O1 (stereo not given)
11. Cc1ccc(NC(=O)C2CCCN(S(=O)(=O)c3ccc4[nH]c(=O)ccc4c3)C2)cc1C (stereo not given)
12. Brc1cccc(-c2nnc3n2CCCCC3)c1

Compound	7	8	9	10	11	12
DAX1 inh-1	0.1	-1.1	0.1	1.5	-0.4	0.3
hcDAF-12 act	-0.3	-1.1	-1.0	-0.3	0.8	-1.9
GC-A act	-4	-7	6	7	4	-3
ADAM17 inh	-2	0	-7	0	-3	-4
DAX1 inh-2	0.5	-0.4	1.7	2.3	1.0	0.3
hgDAF-12 ag	-1.1	-0.6	-0.8	2.7	-3.0	2.5
ssDAF12 agonist	-1.1	-1.6	-1.8	-1.2	-0.8	-1.4
SMARCA2 activ	-1	-1	-2	3	-2	-3
PG9 binder	1.2	-2.0	-1.6	-2.5	5.5	-1.8
ADAM10 inh	7	-5	-9	2	-15	-2
FXN GAA850 act	1.1	-0.2	2.2	2.9	1.3	-0.3

# Single records, as listed above. Order of screens: DAX1 inh-1 | hcDAF-12 act | GC-A act | ADAM17 inh | DAX1 inh-2 | hgDAF-12 ag | ssDAF12 agonist | SMARCA2 activ | PG9 binder | ADAM10 inh | FXN GAA850 act
# CC1CN(C(=O)COC(=O)c2cc([N+](=O)[O-])ccc2Cl)CC(C)O1 (stereo not given) in the list: 1.5 | -0.3 | 7 | 0 | 2.3 | 2.7 | -1.2 | 3 | -2.5 | 2 | 2.9
# O=C(CN(C(=O)Cn1nnc(-c2cccs2)n1)c1ccc2c(c1)OCCO2)NCc1ccccc1 in the list: 0.1 | -0.3 | -4 | -2 | 0.5 | -1.1 | -1.1 | -1 | 1.2 | 7 | 1.1
# COc1ccc(OC)c(NC(=O)CCN2CCN(c3ccccc3OC)CC2)c1 in the list: 0.1 | -1.0 | 6 | -7 | 1.7 | -0.8 | -1.8 | -2 | -1.6 | -9 | 2.2

# Following part
13. CCC(=O)Nc1ccc(-c2nn3c(C)nnc3s2)cc1C
14. C[C@H](O)[C@@H]1C(=O)N2CCc3c([nH]c4c(-c5ccccc5)cccc34)[C@@H]2C[C@@H]1N(C)C(=O)/C=C/c1ccccc1
15. CC1CCCCN1S(=O)(=O)c1ccc2c(c1)CCN2C(=O)CCC(=O)O (stereo not given)
16. COC(=O)c1cc(=O)n(CCc2ccc(OC)c(OC)c2)c(=Nc2ccc(F)c(Cl)c2)s1
17. CON(C)C(=O)CCN(C(=O)OC(C)(C)C)c1ccccc1
18. CCCCN(C)C(=O)c1sc(=O)n(Cc2cc(Cl)ccc2OC)c1C

Compound	13	14	15	16	17	18
DAX1 inh-1	0.5	-0.7	-0.8	0.3	0.8	-2.4
hcDAF-12 act	1.9	-0.9	-0.7	0.2	-1.6	-2.2
GC-A act	6	-9	1	-6	-3	-5
ADAM17 inh	1	-43	-2	-6	-5	-3
DAX1 inh-2	0.2	/	-0.2	1.8	1.5	/
hgDAF-12 ag	3.8	-0.4	1.1	0.2	0.6	0.5
ssDAF12 agonist	-0.8	-0.6	-0.5	-1.0	-1.0	-0.6
SMARCA2 activ	4	-2	-4	0	2	2
PG9 binder	-1.1	-1.4	-1.6	0.6	0.4	-1.7
ADAM10 inh	0	-146	3	-14	0	-5
FXN GAA850 act	2.4	/	2.2	1.3	0.1	0.0

# Part of the list above, with values under each structure.
# Every second line gives: DAX1 inh-1 | hcDAF-12 act | GC-A act | ADAM17 inh | DAX1 inh-2 | hgDAF-12 ag | ssDAF12 agonist | SMARCA2 activ | PG9 binder | ADAM10 inh | FXN GAA850 act
14	C[C@H](O)[C@@H]1C(=O)N2CCc3c([nH]c4c(-c5ccccc5)cccc34)[C@@H]2C[C@@H]1N(C)C(=O)/C=C/c1ccccc1
→ -0.7 | -0.9 | -9 | -43 | / | -0.4 | -0.6 | -2 | -1.4 | -146 | /
16	COC(=O)c1cc(=O)n(CCc2ccc(OC)c(OC)c2)c(=Nc2ccc(F)c(Cl)c2)s1
→ 0.3 | 0.2 | -6 | -6 | 1.8 | 0.2 | -1.0 | 0 | 0.6 | -14 | 1.3

# New compounds follow.
19. O=C(Nc1ccc2c(c1)OCO2)C1CC(c2ccc(F)cc2)=NO1 (stereo not given)
20. O=C(COc1ccc([N+](=O)[O-])cc1)N/N=C/c1cc([N+](=O)[O-])ccc1N1CCOCC1
21. CCOC(=O)C1(C)CCN1C(=O)COc1ccccc1 (stereo not given)
22. COc1ccc(-n2nc(C)cc2N)cc1
23. Cn1nccc1C(=O)N/N=C/c1cccnc1
24. COc1ccc(NC(=O)NCCCN2CCN(c3ccc(F)cc3)CC2)cc1OC

Compound	19	20	21	22	23	24
DAX1 inh-1	0.6	0.1	-0.5	-0.8	0.4	0.6
hcDAF-12 act	-0.9	-2.2	-1.3	-0.1	1.7	-1.2
GC-A act	-1	-3	0	7	-2	1
ADAM17 inh	-3	1	-5	0	0	-1
DAX1 inh-2	-0.5	0.3	/	-0.7	4.3*	/
hgDAF-12 ag	2.8	0.2	-3.0	4.4	1.9	-0.5
ssDAF12 agonist	-1.5	-0.9	-0.8	-1.0	-0.4	-1.2
SMARCA2 activ	-2	-2	-2	-1	2	-5
PG9 binder	1.5	2.1	1.6	-1.5	-0.8	/
ADAM10 inh	-3	-2	-8	-3	-6	-7
FXN GAA850 act	0.9	-0.8	0.2	1.1	0.8	/

25. CCOC(=O)c1c(C)[nH]c(C(=O)CSc2nnc(CC(C)c3ccccc3)o2)c1C (stereo not given)
26. O=C(NC1CCCCC1)C1c2ccccc2OCC(=O)N1CCCN1CCOCC1 (stereo not given)
27. CCCc1nc(N)nc2c1C(=O)CC(C)(C)C2
28. Cn1c(CN2CCCC2)nc2cc(NS(=O)(=O)c3ccc(Cl)cc3)ccc21
29. Cc1ccccc1CS(=O)(=O)Cc1ccc(C(=O)Nc2ccc(F)cc2F)o1
30. CCOc1cccc(CNn2cnnc2)c1OCc1ccccc1

Compound	25	26	27	28	29	30
DAX1 inh-1	0.1	1.0	-0.1	0.4	-2.0	-0.8
hcDAF-12 act	-1.1	0.3	-1.4	0.4	-2.2	-0.6
GC-A act	-5	-1	6	3	-4	-5
ADAM17 inh	-4	-9	-6	-1	-3	-1
DAX1 inh-2	0.5	/	0.3	0.2	/	-0.2
hgDAF-12 ag	-1.9	-3.9	-2.0	-1.0	-3.0	-2.6
ssDAF12 agonist	-1.8	-0.1	-1.2	-0.4	-1.1	-1.2
SMARCA2 activ	-3	-4	-1	0	-6	-2
PG9 binder	1.1	-0.1	1.7	-0.5	/	-1.8
ADAM10 inh	-7	-26	-2	2	-15	-9
FXN GAA850 act	-1.6	/	1.5	-3.8	/	-0.9

31. Cc1cccc(CSc2ccc(-c3ccco3)nn2)c1
32. CCn1c(/C=C/c2cc[n+](C)cc2)nc2ccccc21
33. O=C(c1cccc(C(F)(F)F)c1)N1CCC(=O)N(C(CO)Cc2ccccc2)CC1 (stereo not given)
34. CCC(=O)N1CCN(c2ccc(NC(=O)c3ccco3)cc2Cl)CC1
35. O=C(CSc1nnc(CNC(=O)c2c(F)cccc2F)o1)c1ccccc1
36. Oc1ccc(N=Nc2ccccc2C(F)(F)F)c2cccnc12

Compound	31	32	33	34	35	36
DAX1 inh-1	0.6	-0.2	-0.1	0.7	-0.7	0.5
hcDAF-12 act	1.9	2.3	-1.5	-0.5	0.1	-0.2
GC-A act	-1	31	1	1	2	3
ADAM17 inh	-2	-127	0	-3	0	-7
DAX1 inh-2	1.0	4.2*	-0.2	0.4	0.0	-1.4
hgDAF-12 ag	9.1	1.9	0.8	3.6	0.8	-0.3
ssDAF12 agonist	-1.0	-1.2	-1.2	-0.7	-0.8	-1.4
SMARCA2 activ	2	-1	-1	0	-1	-1
PG9 binder	-0.5	13*	-2.3	-1.5	-3.0	-3.2
ADAM10 inh	-10	-332	3	-8	0	3
FXN GAA850 act	7.2	2.3	-1.0	2.2	0.5	0.9

# By substructure: those above containing an aryl thioether with sulfur outside any ring
25. CCOC(=O)c1c(C)[nH]c(C(=O)CSc2nnc(CC(C)c3ccccc3)o2)c1C (stereo not given)
31. Cc1cccc(CSc2ccc(-c3ccco3)nn2)c1
35. O=C(CSc1nnc(CNC(=O)c2c(F)cccc2F)o1)c1ccccc1

Compound	25	31	35
DAX1 inh-1	0.1	0.6	-0.7
hcDAF-12 act	-1.1	1.9	0.1
GC-A act	-5	-1	2
ADAM17 inh	-4	-2	0
DAX1 inh-2	0.5	1.0	0.0
hgDAF-12 ag	-1.9	9.1	0.8
ssDAF12 agonist	-1.8	-1.0	-0.8
SMARCA2 activ	-3	2	-1
PG9 binder	1.1	-0.5	-3.0
ADAM10 inh	-7	-10	0
FXN GAA850 act	-1.6	7.2	0.5
